ERK EGF inh: blocks ERK signaling stimulated by EGF | HEK293-V1b, EGF-stimulated phospho-ERK AlphaScreen | Potency, µM (highest dose often 11.5 µM), for the others: top-dose activity change, negative = inhibition, usual class: inhibitors | 130,000 compounds, 0.41% hits | AID 1454; active = well fitted inhibition curve with a large enough effect; inconclusive = small, poorly fitted or top-dose-only effect, or effect the other way;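 note: plate controls were stimulated vehicle wells for no effect and unstimulated vehicle basal for full effect; nearly all actives have a fitted effect of over 55% in size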
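HEK293 cells stably expressing V1b receptor, serum-reduced (1% FBS) overnight, pretreated 30 min with compound, then stimulated 5 min with 25 nM EGF; phospho-ERK detected by AlphaScreen SureFire. AC50 from Hill fits, normalized to DMSO and EGF.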
* marks the source's active call; other numbers are inactive results; [ ] = another dose, or the depositor's remark. Potency is the fitted concentration of half-maximal effect.

Cc1ccc(-n2c(SCC(=O)Nc3ncc(Cl)cc3Cl)nc3ccccc32)cc1 was read as ERK EGF inh 6%.
For O=C(NCc1cccnc1)c1cn(-c2ccccc2)nc1-c1ccccc1 the results were ERK EGF inh 1%.
`COC(=O)c1ccccc1NC(=O)NC1CCCCC1` gave ERK EGF inh -7%[57.5 µM].
`COC(=O)c1cc(C#N)c(N2CCOCC2)nc1C` gave ERK EGF inh 5%.
For COc1ccc(C(C)=O)cc1CSc1nnc(Nc2ccc(C)cc2C)s1 the results were ERK EGF inh 2%.
For C/C(N)=C(/C#N)C(=O)CSc1nc2ccccc2c(=O)n1CCCO the results were ERK EGF inh -4%.
For C/C(=N\NC(=S)Nc1ccccc1C)c1ccc(O)cc1 the results were ERK EGF inh 6%.
For Cc1cccc(CNc2ncnc3ccc(-c4ccccc4C#N)cc23)c1 the results were ERK EGF inh 28%.
For CC(=O)N(O)CCCCCNC(=O)CCC(=O)N(O)CCCCCNC(=O)CCC(=O)N(O)CCCCCN the results were ERK EGF inh 9%.
`Cc1cc(C)c2nc(SCC(=O)NCCC3=CCCCC3)cc(C)c2c1` gave ERK EGF inh 0%.
Screening Cc1ccc(OCC(=O)NNC(=O)C(=O)N2CCCC2)c(C)c1 returned ERK EGF inh 5%.
COc1ccc(/C=N\NC(=O)CC(=O)Nc2cccc(Cl)c2)cc1OC was read as ERK EGF inh 1%.
For CCCc1nnc2c(N(C)S(=O)(=O)c3ccccc3)nc3ccccc3n12 the results were ERK EGF inh 5%.
Screening Cc1ccc(-c2nnc(-n3ncc(C#N)c3N)c3ccccc23)cc1C returned ERK EGF inh 1%.
`CCOC(=O)CN1CCS(=O)(=O)CC1` gave ERK EGF inh -1%.
Screening O=C(NCCCN1CCOCC1)c1cccnc1 returned ERK EGF inh -1%.
Screening COc1ccc(-c2ccc(SC)nn2)cc1 returned ERK EGF inh -4%.
N#C/C(=C/c1ccc([N+](=O)[O-])cc1)C(=O)Nc1ccccc1O was read as ERK EGF inh -1%.
For Fc1ccccc1-c1ccc(/C=N/Nc2nc3ccccc3[nH]2)o1 the results were ERK EGF inh inconclusive.
`Cc1nc(-c2cc(C#N)c(Sc3ccc(Cl)cc3Cl)nc2C)cs1` gave ERK EGF inh -1%[57.5 µM].
Nc1nc(-c2ccc(Cl)cc2)c(S(=O)(=O)c2ccccc2)s1 was read as ERK EGF inh 19%.
Cc1ccc(NC(=O)Cn2c([N+](=O)[O-])cnc2C)cc1 was read as ERK EGF inh -5%.
For CCN(C(=O)COC(=O)/C=C/c1c(C)nn(Cc2ccc(C)cc2)c1C)C1CCS(=O)(=O)C1 (stereo unspecified) the results were ERK EGF inh -3%.
For O=C1c2ccccc2C(=O)c2c1ccc1c(=O)n(-c3ccccc3)[nH]c21 the results were ERK EGF inh 1%.
For COc1cccc(C2=NNC(=NCc3ccccc3)SC2)c1 the results were ERK EGF inh -1%.
Cc1ccc(NC(=O)C(C)NS(=O)(=O)c2ccc(F)cc2)cc1C (stereo unspecified) was read as ERK EGF inh 1%.
`COCCCNC(=O)/C=C1\Sc2ccccc2N(Cc2ccccc2F)C1=O` gave ERK EGF inh 5%.
COc1cccc(-c2nc(NCC3CCCO3)c3ccccc3n2)c1O (stereo unspecified) was read as ERK EGF inh inconclusive.
Screening CC(C)=C1Cc2ccccc2C1=O returned ERK EGF inh -1%.
For CN(Cc1cccc(C(F)(F)F)c1)Cc1nc(-c2cnccn2)no1 the results were ERK EGF inh -19%.
Screening CCC1CCCCN1C(=O)c1cc(-c2ccc(Cl)c(Cl)c2)on1 (stereo unspecified) returned ERK EGF inh 8%.
`NC(=O)Nc1ccc(Nc2ccccc2)cc1` gave ERK EGF inh 5%[57.5 µM].
COCCNC(=S)N1CCC(C(=O)c2ccc3c(c2)OCCO3)CC1 was read as ERK EGF inh -2%.
Cc1cn(C2OC(COC(=O)c3ccccc3)C(O)C2Cl)c(=O)[nH]c1=O (stereo unspecified) was read as ERK EGF inh -11%.
Screening COc1ccc(/C=N/Nc2cc(C)nc(-n3nc(C)cc3C)n2)cc1 returned ERK EGF inh inconclusive.
For COC(=O)c1cc(-c2ccc(S(=O)(=O)N3CCCCC3)cc2)c(C(F)(F)F)s1 the results were ERK EGF inh inconclusive.
Screening Cc1cc(NC(=O)c2ccc(S(=O)(=O)N(C)CC3CCCO3)cc2)no1 (stereo unspecified) returned ERK EGF inh -4%.
Screening COc1ccnc(Oc2ccccc2)c1-c1ncn[nH]1 returned ERK EGF inh -14%[57.5 µM].
For CCNC(=O)C12CCC(C)(C(=O)C1Br)C2(C)C (stereo unspecified) the results were ERK EGF inh -8%.
Screening O=C(/C=C/Nc1ccccc1C(=O)O)c1cccs1 returned ERK EGF inh 1%.
`COc1ccccc1N1CCN(C(=O)CNC(=O)c2cn(-c3ccccc3OC)c(=O)c3ccccc23)CC1` gave ERK EGF inh -4%.
`CCN1C(=O)C(CC(=O)Nc2ccc(OC)cc2)N(CCCN2CCN(c3ccc(F)cc3)CC2)C1=S` (stereo unspecified) gave ERK EGF inh inconclusive.
COC(=O)CN1C(=S)N(c2ccc(F)cc2)C(=O)C1CC(=O)Nc1ccc(OC)cc1 (stereo unspecified) was read as ERK EGF inh 7%[57.5 µM].
Cc1cccnc1NC1(C(F)(F)F)N=C2SCCN2C1=O (stereo unspecified) was read as ERK EGF inh inconclusive.
For COc1ccc(C(C#N)c2ccc(Cl)nn2)cc1 (stereo unspecified) the results were ERK EGF inh -3%.
C/C(=N\NC(=O)c1cccc([N+](=O)[O-])c1)c1cccs1 was read as ERK EGF inh 4%[57.5 µM].
Screening Cc1c(Br)c([N+](=O)[O-])nn1CC(=O)Nc1ccc(C(C)C)cc1 returned ERK EGF inh -6%.
COc1cccc(CNC(=O)CCC2CCCN(C(=O)c3ccoc3C)C2)c1 (stereo unspecified) was read as ERK EGF inh -4%.
CCN(Cc1cc(OC)c(OC)c(OC)c1)C(=S)Nc1cccc(SC)c1 was read as ERK EGF inh -5%[57.5 µM].
Screening CCC(=O)c1ccccc1OCCN1CCN(CC)CC1 returned ERK EGF inh -8%.
Screening CC(C)CCn1c(O)c(N=NC(=O)c2ccco2)c2ccccc21 returned ERK EGF inh -1%.
Screening Cn1c(=O)c2c(ncn2Cc2nnc(N)s2)n(C)c1=O returned ERK EGF inh 27%.
`COc1cc(OC)cc(C(=O)N[C@H](C(=O)OCc2cc(=O)oc3cc(C)ccc23)C(C)C)c1` gave ERK EGF inh 1%.
CC(=O)NC(=S)Nc1ccc(NC(=O)c2cccnc2Cl)cc1 was read as ERK EGF inh 10%[57.5 µM].
For Cc1cc(NS(=O)(=O)c2ccc(NC(=O)c3cc4cc(Br)ccc4oc3=O)cc2)no1 the results were ERK EGF inh -1%.
CC(C)(C)N(Cc1ccccc1)C(=O)COC(=O)c1cccc([N+](=O)[O-])c1 was read as ERK EGF inh 3%.
For COc1cc(C2C=C(Nc3ccccc3)C(=O)N2c2ccccc2)ccc1O (stereo unspecified) the results were ERK EGF inh 9%.
For COC(=O)c1cc(OC)c(OC)cc1NC(=O)c1cccc(C)c1 the results were ERK EGF inh 0%.
O=[N+]([O-])c1ccccc1N(CC1CO1)S(=O)(=O)c1ccccc1 (stereo unspecified) was read as ERK EGF inh 3%.
For CC1(C)CC(C)(O)N(Cc2ccccc2)C(=S)N1 (stereo unspecified) the results were ERK EGF inh -19%.
CCC(O)C1CCN(Cc2cn(Cc3ccccc3)nc2-c2cc3ccccc3o2)CC1 (stereo unspecified) was read as ERK EGF inh -1%.
For Cc1nc2ccc(NC(=S)NC3CCCCC3)cc2nc1C the results were ERK EGF inh 2%.
Screening COc1cc(=O)n(C)c2c(O)cccc12 returned ERK EGF inh -7%[57.5 µM].
Screening c1ccc(-c2ccn3nnnc3n2)cc1 returned ERK EGF inh 3%.
`COc1ccc(C(=O)C2CCCN(C(=O)c3n[nH]c4c3CCCC4)C2)cc1OC` (stereo unspecified) gave ERK EGF inh inconclusive.
`COc1ccc(NC(=O)c2ccc3c(c2)C(=O)N(Cc2cccnc2)C3=O)c(OC)c1` gave ERK EGF inh 0%.
Cc1ccc(-c2nc(NCc3ccco3)n(S(C)(=O)=O)n2)cc1 was read as ERK EGF inh 5%.
c1cc(C(c2nnnn2C2CCCCC2)N2CCN3CCCC3C2)ccn1 (stereo unspecified) was read as ERK EGF inh 5%.
`COc1cccc2cc(C(C)=O)oc12` gave ERK EGF inh 2%.
For CCOC(=O)/C=C/C(=O)OCC(=O)Nc1ccc(Cl)cc1Cl the results were ERK EGF inh -3%.
For CC(c1ccon1)N(C)Cc1cn[nH]c1-c1ccc(-c2ccccc2)cc1 (stereo unspecified) the results were ERK EGF inh -8%.
Screening COC(=O)[C@@]1(Cc2ccc(F)cc2)[C@H]2c3cc(C(=O)N(C)C)n(Cc4cccc5ccccc45)c3C[C@H]2CN1C(=O)c1ccccc1 returned ERK EGF inh -2%.

18 structures already listed, arranged by formula weight, ascending.
`COc1cccc2cc(C(C)=O)oc12` gave ERK EGF inh 2%.
Screening c1ccc(-c2ccn3nnnc3n2)cc1 returned ERK EGF inh 3%.
Screening COc1cc(=O)n(C)c2c(O)cccc12 returned ERK EGF inh -7%[57.5 µM].
For CC1(C)CC(C)(O)N(Cc2ccccc2)C(=S)N1 (stereo unspecified) the results were ERK EGF inh -19%.
Screening Cn1c(=O)c2c(ncn2Cc2nnc(N)s2)n(C)c1=O returned ERK EGF inh 27%.
For Cc1nc2ccc(NC(=S)NC3CCCCC3)cc2nc1C the results were ERK EGF inh 2%.
For COC(=O)c1cc(OC)c(OC)cc1NC(=O)c1cccc(C)c1 the results were ERK EGF inh 0%.
Cc1ccc(-c2nc(NCc3ccco3)n(S(C)(=O)=O)n2)cc1 was read as ERK EGF inh 5%.
O=[N+]([O-])c1ccccc1N(CC1CO1)S(=O)(=O)c1ccccc1 (stereo unspecified) was read as ERK EGF inh 3%.
For CCOC(=O)/C=C/C(=O)OCC(=O)Nc1ccc(Cl)cc1Cl the results were ERK EGF inh -3%.
CC(=O)NC(=S)Nc1ccc(NC(=O)c2cccnc2Cl)cc1 was read as ERK EGF inh 10%[57.5 µM].
For CC(c1ccon1)N(C)Cc1cn[nH]c1-c1ccc(-c2ccccc2)cc1 (stereo unspecified) the results were ERK EGF inh -8%.
c1cc(C(c2nnnn2C2CCCCC2)N2CCN3CCCC3C2)ccn1 (stereo unspecified) was read as ERK EGF inh 5%.
For COc1cc(C2C=C(Nc3ccccc3)C(=O)N2c2ccccc2)ccc1O (stereo unspecified) the results were ERK EGF inh 9%.
`COc1ccc(C(=O)C2CCCN(C(=O)c3n[nH]c4c3CCCC4)C2)cc1OC` (stereo unspecified) gave ERK EGF inh inconclusive.
`COc1ccc(NC(=O)c2ccc3c(c2)C(=O)N(Cc2cccnc2)C3=O)c(OC)c1` gave ERK EGF inh 0%.
CCC(O)C1CCN(Cc2cn(Cc3ccccc3)nc2-c2cc3ccccc3o2)CC1 (stereo unspecified) was read as ERK EGF inh -1%.
`COc1cc(OC)cc(C(=O)N[C@H](C(=O)OCc2cc(=O)oc3cc(C)ccc23)C(C)C)c1` gave ERK EGF inh 1%.

Additional records:
`CCOC(=O)CNc1nc(Cl)nc(Nc2ccc(Cl)cc2)n1` gave ERK EGF inh -3%[57.5 µM].
For CCOC(=O)c1nn(-c2ccc(F)cc2)cc1O the results were ERK EGF inh 12%.
`COc1cccc(C2C(C(C)=O)=C(O)C(=O)N2CCNCCO)c1` (stereo unspecified) gave ERK EGF inh 9%.
Screening O=C(NNC(=O)C1CCCN(S(=O)(=O)c2cccc(F)c2)C1)C1CC1 (stereo unspecified) returned ERK EGF inh -6%.
Screening COc1cccc(C(=O)N/N=c2\sc3ccccc3n2C)c1 returned ERK EGF inh -8%.
`COc1ccc(C(=O)CN2Cc3ccccc3C2=N)cc1` gave ERK EGF inh 7%[57.5 µM].
Screening CC(C)(O)P(=O)(O)CCc1ccccc1 returned ERK EGF inh 0%[57.5 µM].
CC(C)C(=O)N1CCC(c2nc(-c3ccc(S(=O)(=O)N4CCN(C)CC4)cc3)no2)CC1 was read as ERK EGF inh -2%.
For CCC1CCCCN1CC(=O)Nc1cc(OC)c(OC)cc1C#N (stereo unspecified) the results were ERK EGF inh 0%.
For COC(=O)c1ccc(C(NC(=O)OCc2ccccc2)/C(=C/[C@@H](C)C(=O)NC2CCCCC2)c2cccnc2)cc1 (stereo partly specified) the results were ERK EGF inh -9%.
Screening CCC(C)(C)NC(=O)C(c1cccnc1)N(C(=O)c1csnn1)c1ccccc1 (stereo unspecified) returned ERK EGF inh -13%.
O=C(NC(=S)Nc1ccc(N2CCOCC2)c(Cl)c1)c1cncc(Br)c1 was read as ERK EGF inh 0%.
For Cc1cccc(COc2ncnc3nc[nH]c23)c1 the results were ERK EGF inh -3%.
Screening COc1cc(/C=C2\CC/C(=C\c3cc(OC)c(OC)c(OC)c3)C2=O)cc(OC)c1OC returned ERK EGF inh -6%.
Screening Cc1cc(=O)cc(C)n1-c1ccc(F)cc1F returned ERK EGF inh -9%.
For Cc1ccc(/C=N/n2c(-c3ccco3)n[nH]c2=S)s1 the results were ERK EGF inh 4%.
Screening CCCC(=O)OCC(=O)Nc1ccccc1C#N returned ERK EGF inh -3%.
Screening Cc1cc(C(=O)OCC(=O)Nc2sc3c(c2C#N)CCC(C)C3)c2ccccc2n1 (stereo unspecified) returned ERK EGF inh -4%.
For COc1ccc(CNc2nc(SCC(=O)NCc3ccco3)nc3ccccc23)cc1 the results were ERK EGF inh 2%.
Screening COc1ccccc1N1CCN(S(=O)(=O)c2ccc3c(c2)n(C)c(=O)n3C)CC1 returned ERK EGF inh 13%.
`CCOC(=O)C(NC(=O)CC)(Nc1sc(C)c(CC)c1C#N)C(F)(F)F` (stereo unspecified) gave ERK EGF inh 0%.
`O=C(CCNS(=O)(=O)c1cccs1)Nc1ccccc1F` gave ERK EGF inh 0%.
For Cn1cnnc1SCC(=O)NC1CCCCC1 the results were ERK EGF inh -14%.
For CC(C)(O)C#Cc1ccc(C(=O)NC2CCCCC2)s1 the results were ERK EGF inh -11%.

The list is partial (hit frequency here may not be typical).
